NSD2 HMT inh: inhibitors of human histone methyltransferase NSD2; inhibition, % at 12.5 µM; 310,000 compounds, 0.54% hits; O96028; NSD2 peptide methylation, AlphaScreen, 120 min; in the data active = inhibition above about 50%
Target sequence (O96028 whole entry, looked up): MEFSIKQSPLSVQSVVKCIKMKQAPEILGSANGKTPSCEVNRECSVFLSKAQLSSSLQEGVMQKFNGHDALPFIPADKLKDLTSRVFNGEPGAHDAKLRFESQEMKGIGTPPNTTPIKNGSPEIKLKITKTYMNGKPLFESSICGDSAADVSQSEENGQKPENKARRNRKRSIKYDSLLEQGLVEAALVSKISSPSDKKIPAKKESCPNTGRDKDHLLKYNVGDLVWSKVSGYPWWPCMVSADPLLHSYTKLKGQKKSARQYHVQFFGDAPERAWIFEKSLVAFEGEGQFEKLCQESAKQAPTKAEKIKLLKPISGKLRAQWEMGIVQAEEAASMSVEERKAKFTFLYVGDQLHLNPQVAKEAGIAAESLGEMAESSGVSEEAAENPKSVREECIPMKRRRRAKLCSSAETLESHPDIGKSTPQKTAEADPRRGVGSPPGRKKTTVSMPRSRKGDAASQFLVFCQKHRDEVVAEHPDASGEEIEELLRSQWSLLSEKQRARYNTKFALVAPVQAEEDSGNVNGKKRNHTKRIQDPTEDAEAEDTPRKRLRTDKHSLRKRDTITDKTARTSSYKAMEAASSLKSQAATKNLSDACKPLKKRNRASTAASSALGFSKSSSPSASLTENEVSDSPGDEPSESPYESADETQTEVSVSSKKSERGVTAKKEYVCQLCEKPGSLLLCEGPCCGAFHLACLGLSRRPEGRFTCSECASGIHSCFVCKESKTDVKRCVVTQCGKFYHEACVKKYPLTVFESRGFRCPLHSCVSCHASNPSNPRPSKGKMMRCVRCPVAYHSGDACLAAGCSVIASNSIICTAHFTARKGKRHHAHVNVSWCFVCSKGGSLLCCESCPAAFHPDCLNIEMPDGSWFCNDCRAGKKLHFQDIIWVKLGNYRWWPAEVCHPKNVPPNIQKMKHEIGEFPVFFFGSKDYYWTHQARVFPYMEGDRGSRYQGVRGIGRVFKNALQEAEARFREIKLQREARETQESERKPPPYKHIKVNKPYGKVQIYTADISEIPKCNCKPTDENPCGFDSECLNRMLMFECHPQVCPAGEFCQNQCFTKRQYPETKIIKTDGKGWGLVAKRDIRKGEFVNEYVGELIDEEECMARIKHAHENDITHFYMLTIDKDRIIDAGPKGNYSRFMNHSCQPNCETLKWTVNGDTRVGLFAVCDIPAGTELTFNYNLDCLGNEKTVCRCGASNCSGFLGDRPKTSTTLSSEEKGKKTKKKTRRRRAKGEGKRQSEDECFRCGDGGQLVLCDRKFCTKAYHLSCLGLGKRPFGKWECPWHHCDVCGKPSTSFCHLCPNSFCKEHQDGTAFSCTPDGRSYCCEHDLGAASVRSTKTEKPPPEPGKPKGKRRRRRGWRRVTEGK
CDK5 p35 inh: blocks human CDK5/p35 kinase activity; Recombinant CDK5/p35, ADP-Glo luminescence, 60 min; inhibition, % at 10 µM; 330,000 compounds, 0.01% hits;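 active = highest replicate inhibition of at least 50% and at least 75% of replicates reaching 50%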;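 note: plate controls were DMSO neutral control for no effect and GW8510 at 10 µM for full effect; many of its hits are not listed in these tables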
SUMO Mot1 rescue: inhibitors of SUMOylation pathway: yeast Mot1-301 growth rescue; AID 2716; 320,000 compounds, 1% hits; growth rescue, % at 18.8 µM; S. cerevisiae Mot1-301 growth rescue, ATP luminescence, 38.5C; percent above DMSO median, 100 means doubled;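 active = every valid replicate shows activation above 250% relative to neutral control wells; inactive = the rest, any valid replicate at or below 250%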;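 note: OY570 slx delta 5 strain wells were the positive control but not used for scaling; some compounds called inactive have numbers as strong as hits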
SR-BI DiI inh: mouse SR-BI HDL lipid transfer inhibition | ldlA[mSR-BI] CHO cells, DiI-HDL uptake fluorescence, 3 h | inhibition, % at 12.5 µM | 320,000 compounds, 0.96% hits;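 active = mean replicate inhibition of at least 70% and a set share of replicates each scoring 70 or more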;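 note: 0% = median of neutral control wells and 100% = median of positive control wells; values of inactives mirror those of a sister screen read the other way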
DSG3 Ab inh: blocks pemphigus antibody binding to human desmoglein-3 | binding (percent of control), % at 10 µM | P32926 | DSG3-coupled beads, scFv-anti-DSG3-GFP binding, flow cytometry; active compounds read low | AID 588358 | 310,000 compounds, 0.48% hits;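 active = binding more than 3 SD below its plate's average and above zero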;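 note: hits lower antibody fragment binding to DSG3; some compounds called inactive have numbers as strong as hits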
Arrestin-AP2 inh: inhibitors of human beta-arrestin and AP2 interaction; FITC-arrestin peptide / GST-AP2 beads, flow cytometry; AP2 beta2 appendage carries R879A mutation; AID 504490; 340,000 compounds, 0.31% hits; inhibition, % at 10 µM;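 active = inhibition above a set limit, near 3 SD of compounds lacking own fluorescence, cut at about 54% in these data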;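 note: plate controls were DMSO wells for no effect and 5 µM unlabelled arrestin peptide for full effect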
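System: GST-AP2 R879A bound to glutathione beads, E. coli-expressed. Also added: 50 nM FITC-arrestin peptide. Schedule: compound with beads 12 min RT, then probe 1 h RT. Signal: bead flow cytometry, FITC channel. Read-out basis: percent response.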
SR-BI DiI-HDL act: SR-BI HDL lipid transfer activation | 320,000 compounds, 0.096% hits | activation, % at 12.5 µM | CHO ldlA[mSR-BI] cells, DiI-HDL uptake fluorescence, 3 h; 100 = double the neutral-control signal | AID 504775;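 active = mean replicate activation of at least 60% and every replicate at or above 60%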;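 note: 0% = median plate neutral-control signal and 100% = twice that signal; values of inactives mirror those of a sister screen read the other way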
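Material: SR-BI-overexpressing, LDLR-lacking CHO cells | Dosing: Single compound concentration, delivered by pin transfer | Probe or stimulus: Labelled HDL, 10 µg/mL | Signal: Bottom-read cell fluorescence after medium removal, ex 550/em 595 nm | Schedule: 3 h, 37 °C | Evaluation: HDL uptake via cellular fluorescence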
PKA-R1A activ: activators of PKA-R1A complex; P00514+P68181; PKA-R1A dissociation, Cy5-IP20 fluorescence polarization; scaled: DMSO 0%, 113 µM cGMP 100%; activation, % at 11.4 µM; 340,000 compounds, 0.083% hits; AID 504707;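 active = percent activation above the mean of all tested compounds plus 3 SD, cut at about 19% in these data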;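 note: higher means more PKAc released from R1A so a rise in polarization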
PKA-R2B act: PKA-R2B complex activation. P22694+P31323. PKA-R2B holoenzyme dissociation, Cy5-IP20 fluorescence polarization; R2B truncated from residue 108, S112A mutant; 0% DMSO only, 100% 113 µM cGMP. activation, % at 11.4 µM. 340,000 compounds, 0.079% hits. AID 504700;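 active = activation above a cutoff set at the mean over all compounds plus 3 SD, cut at about 18% in these data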;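 note: higher means more holoenzyme dissociation and a rise in polarization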
dFosB activator: activators of mouse delta FosB homodimer; 340,000 compounds, 0.99% hits; purified delta FosB, TAMRA-CDK5 oligo fluorescence polarization; percent of positive-control signal above neutral wells; activation, % at 25 µM; AID 493131;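 active = mean activation above about 17%, with every replicate also reaching it, limit read from the data, passing the limit was not always enough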;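 note: fluorescence polarization rise as delta FosB binds a TAMRA Cdk5 AP-1 oligo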
MITF TRPM1 HTS: activators of MITF-driven TRPM1 promoter activity in SK-MEL-5 cells; activation, % at 12.5 µM; SK-MEL-5 TRPM1-promoter luciferase, 24 h; % of positive control, neutral wells = 0; 300,000 compounds, 0.75% hits; AID 588334;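 active = mean activation of at least 80% with every replicate also reaching 80%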;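 note: 0% = neutral control wells and 100% = parthenolide positive control wells; values of inactives mirror those of a sister screen read the other way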
An asterisk follows results filed as active; nt = not tested or not shown.

A first look:
item	molecule	SR-BI DiI-HDL act	PKA-R1A activ	SR-BI DiI inh	dFosB activator	CDK5 p35 inh	SUMO Mot1 rescue	PKA-R2B act	NSD2 HMT inh	Arrestin-AP2 inh	MITF TRPM1 HTS	DSG3 Ab inh
1	CC(CNC(=O)C(=O)NC(C)CCc1ccccc1)Cc1ccccc1 (configuration not stated)	-9	-11	9	-3	-2.3	94	7	nt	-5	0	102
2	Cc1cccc(NC(=O)COc2ccc3c(c2)CCC3)n1	16	-9	-16	-8	2.4	nt	-21	-8	4	101*	103
3	Cc1ccc(CN2CCN(Cc3ccc4cc(F)ccc4n3)CC2CCO)o1 (configuration not stated)	nt	-2	nt	-10	0.2	10	6	0	-6	8	99
4	COc1ccc2c(c1)C(=O)CC(c1ccccc1)O2 (configuration not stated)	-17	1	17	6	-2.2	nt	-10	-5	-3	55	98
5	Cc1cccc(N(CC(=O)NC(C)(C)C)C(=O)CCC(=O)Nc2ccccn2)c1	25	-1	-25	-5	0.5	4	-8	-1	13	13	106
6	COc1ccc(C(=O)C2CCCN(Cc3cccn3-c3ccccn3)C2)c(C)c1 (configuration not stated)	-27	-13	27	0	1.3	13	-12	4	-30	-14	106
7	CC(=O)Nc1ccc(S(=O)(=O)NCCC(=O)OCc2ccccc2F)cc1	-2	-2	2	-21	-0.5	-3	-4	0	30	6	99
8	NC(=O)NCCCC(=O)O	2	4	-2	-3	-3.7	-10	11	nt	17	-12	nt
9	COc1ccc(OC)c(S(=O)(=O)N2CCC(C(=O)N3CCOCC3)CC2)c1	2	5	-2	-1	0.9	-10	0	2	-9	2	103
10	O=C(COc1ccc(Cl)cc1)N1CCN(S(=O)(=O)c2ccccc2)CC1	0	-4	0	-17	0.0	-6	1	-2	2	-4	99

Results (from the top)
item	molecule	SR-BI DiI-HDL act	PKA-R1A activ	SR-BI DiI inh	dFosB activator	CDK5 p35 inh	SUMO Mot1 rescue	PKA-R2B act	NSD2 HMT inh	Arrestin-AP2 inh	MITF TRPM1 HTS	DSG3 Ab inh
1	CC(CNC(=O)C(=O)NC(C)CCc1ccccc1)Cc1ccccc1 (configuration not stated)	-9	-11	9	-3	-2.3	94	7	nt	-5	0	102
2	Cc1cccc(NC(=O)COc2ccc3c(c2)CCC3)n1	16	-9	-16	-8	2.4	nt	-21	-8	4	101*	103
3	Cc1ccc(CN2CCN(Cc3ccc4cc(F)ccc4n3)CC2CCO)o1 (configuration not stated)	nt	-2	nt	-10	0.2	10	6	0	-6	8	99
4	COc1ccc2c(c1)C(=O)CC(c1ccccc1)O2 (configuration not stated)	-17	1	17	6	-2.2	nt	-10	-5	-3	55	98
5	Cc1cccc(N(CC(=O)NC(C)(C)C)C(=O)CCC(=O)Nc2ccccn2)c1	25	-1	-25	-5	0.5	4	-8	-1	13	13	106
6	COc1ccc(C(=O)C2CCCN(Cc3cccn3-c3ccccn3)C2)c(C)c1 (configuration not stated)	-27	-13	27	0	1.3	13	-12	4	-30	-14	106
7	CC(=O)Nc1ccc(S(=O)(=O)NCCC(=O)OCc2ccccc2F)cc1	-2	-2	2	-21	-0.5	-3	-4	0	30	6	99
8	NC(=O)NCCCC(=O)O	2	4	-2	-3	-3.7	-10	11	nt	17	-12	nt
9	COc1ccc(OC)c(S(=O)(=O)N2CCC(C(=O)N3CCOCC3)CC2)c1	2	5	-2	-1	0.9	-10	0	2	-9	2	103
10	O=C(COc1ccc(Cl)cc1)N1CCN(S(=O)(=O)c2ccccc2)CC1	0	-4	0	-17	0.0	-6	1	-2	2	-4	99
11	CC(C)(C)NC(=O)CN1CCC(O)(c2ccccc2)CC1	0	-7	0	-6	1.7	7	2	1	-13	0	104
12	CCN(CCCNC(=O)COc1cc(=O)n(CC)c2ccccc12)c1ccccc1	-25	4	25	1	-0.9	4	13	6	-5	4	106
13	CCC(CO)Oc1cc(NC(=O)c2cccc(F)c2)c2ncn(C(C)C)c2c1 (configuration not stated)	-64	4	64	8	-0.2	-10	-2	nt	23	nt	99
14	CCc1nnc(NC(=O)CSc2nnc(C)n2-c2ccc(C)cc2)s1	nt	-1	nt	-11	-0.7	3	19*	-2	-5	-3	90
15	COc1ccc(C(=O)c2cc(OC)c(OC)c(OC)c2)cc1OC	-43	-2	43	-10	0.1	nt	-3	nt	-18	-14	97
16	COc1ccc(N(CC(=O)Nc2cccc(C)c2C)S(=O)(=O)c2c(C)n[nH]c2C)cc1	-7	4	7	-2	-3.4	10	6	1	9	-33	97
17	O=C(NNC(=O)c1sccc1-n1cccc1)Nc1ccc(F)cc1	-11	-8	11	-7	-1.5	-7	-3	7	-8	4	94
18	CC1=C(C(=O)OC2CCCCC2)C(c2ccccc2Br)NC(=O)N1 (configuration not stated)	5	-1	-5	-5	-6.2	320	-4	2	9	nt	112
19	O=C(COC(=O)/C=C/c1ccccc1Cl)NCC1CCCO1 (configuration not stated)	18	6	-18	-1	-0.1	9	-12	-1	-12	-5	95
20	CCCn1c(N)c(Sc2ccc([N+](=O)[O-])cc2)c(=O)n(CCC)c1=O	5	-6	-5	-3	0.4	90	6	-2	4	0	102
21	O=C(c1ccccc1Cl)N1CCc2ccccc2C1	24	-11	-24	0	0.1	-14	-10	-1	21	6	122
22	CCOC(=O)c1oc2nc(C)c3c(c2c1N)CC(C)(C)OC3	13	15	-13	6	0.5	-11	-5	-1	3	nt	97
23	Cc1ccc(NC(=O)Cn2nc(C)c3ccccc3c2=O)cc1F	1	-1	-1	-8	1.3	9	-7	nt	4	nt	nt
24	COc1ccc(-c2c(C)oc3c(CN4CCCCC4C)c(O)ccc3c2=O)cc1OC (configuration not stated)	1	2	-1	1	-0.9	224	-9	nt	-2	1	113
25	Oc1oc(-c2ccccc2)nc1/C=N/c1nccs1	9	-2	-9	-9	-2.3	-16	-7	-1	12	17	100
26	O=C(c1ccc(CS(=O)(=O)c2ccc(Br)cc2)o1)N1CCCCCC1	9	-13	-9	-7	-3.4	231	-5	nt	7	3	111
27	Cc1ccc(CN2CCNC(=O)C2CC(=O)NCCCn2cccn2)o1 (configuration not stated)	13	-6	-13	-1	1.9	12	-2	0	0	-14	101
28	Cc1nc2ccc([N+](=O)[O-])cc2c(=O)n1Cc1ccc([N+](=O)[O-])cc1	-3	6	3	-4	0.2	72	8	2	0	-12	97
29	COc1ccccc1NCC(=O)N1CCN(S(=O)(=O)c2ccccc2)CC1	13	-8	-13	-4	-8.4	-3	3	-1	-1	nt	nt
30	CCCCN(C(=O)CSc1nnnn1-c1ccccc1OC)C1CCS(=O)(=O)C1 (configuration not stated)	4	-1	-4	-4	-0.4	-12	-12	nt	10	-4	93
31	CN(C)C(=O)C(CCN1CCC(O)(c2ccc(Cl)cc2)CC1)(c1ccccc1)c1ccccc1	14	-3	-14	-4	0.0	47	7	nt	-5	-27	nt
32	COc1ccc2nc(/N=C/c3c(C)[nH]n(-c4ccc(C)cc4C)c3=O)sc2c1	18	4	-18	0	-0.6	6	5	9	5	-5	111
33	COC(=O)c1ccc(OC)cc1OCC(=O)N1CCN(c2ccc(F)cc2)CC1	-7	1	7	-8	1.0	0	-6	0	7	nt	nt
34	CCOC(=O)c1ccc(CNC(=O)CSc2nnnn2-c2ccc(Cl)cc2)o1	-12	-12	12	-5	-2.3	140	-2	0	0	3	105
35	O=C(Nc1ccc2c(c1)OCO2)c1cccs1	16	-17	-16	-5	0.8	0	-2	0	6	39	106
36	CCCC(=O)Nc1ccc(C(=O)NNC(=S)NC(=O)c2ccc(Br)o2)cc1	-24	11	24	-1	1.6	2	7	-2	33	-25	99
37	CCOC(=O)N1CCC(NC(=O)c2ccc3c(c2)N(C)CCS3)CC1	-23	-2	23	-3	-6.1	375	-7	nt	-4	7	95
38	Cc1ccc(SC(C)C(=O)N2CCC(C(N)=O)CC2)cc1 (configuration not stated)	32	-3	-32	0	-0.8	nt	-3	-1	15	0	114
39	Cc1cc(NC(=O)CCSc2nc(-c3ccco3)cc(C(F)(F)F)n2)n(-c2ccccc2)n1	-40	-9	40	-11	0.9	-24	15	4	-2	5	106
40	COc1ccc(C(=O)Nc2cc(OC)cc3cccnc23)cc1	nt	-8	nt	-7	-0.6	-26	-2	-2	10	-3	103
41	COc1ccccc1S(=O)(=O)n1cc(Cc2ccccc2)c(N)n1	-2	-7	2	2	-0.1	16	-1	nt	-5	-2	101
42	O=C1c2ccccc2NC(c2cccc(F)c2)N1Cc1ccccc1 (configuration not stated)	2	-20	-2	-7	2.9	479	-11	-8	16	1	100
43	COc1ccc(CNC(=O)/C=C/C(=O)O)cc1	9	2	-9	3	0.8	18	5	-1	10	5	108
44	Cc1cccc(NS(=O)(=O)c2cc(C(=O)N3CCOCC3)ccc2Cl)c1	5	-1	-5	-5	0.3	1	-7	nt	19	4	103
45	CCC(CO)Oc1cc(NC(=O)c2ccc(C)cc2)c2ncn(C(C)C)c2c1 (configuration not stated)	-39	0	39	-3	1.3	-2	3	nt	2	9	101
46	CC(C)c1ccc(N=C2N=C(N)c3ccccc32)cc1	-3	-6	3	12	0.1	-9	-7	-15	22	-1	98
47	Cc1[nH]nc(-c2ccc(OCc3cnn(-c4ccccc4)c3)c(C)c2O)c1Oc1ccccc1	-61	-8	61	-10	-0.9	-11	0	1	-2	-20	106
48	COc1ccc(OC)c(NC(=S)N2CCN(c3ccccn3)CC2)c1	2	8	-2	-5	0.7	29	7	-3	-2	4	102
49	O=C(Nc1ncc(Cc2cccc(Cl)c2Cl)s1)c1ccc([N+](=O)[O-])cc1	-66	4	66	-1	2.5	20	2	nt	22	1	101
50	CC(C)C(C(=O)NC1CCCC1)N(CC1CCCO1)C(=O)CNS(=O)(=O)c1ccccc1 (configuration not stated)	nt	-5	nt	-12	-0.9	-4	0	-3	4	-1	nt

Source: PubChem (several laboratories)
